From PubChem BioAssay
DDE Tn7 FP inh – inhibitors of Tn7 peptide binding to fibrin DD(E), primary screen, biochemical, fluorescence polarization, human fibrin, Tn7 probe; FP displacement of FITC-Tn7 peptide from fibrin DD(E); 0% = median of compound wells per plate; inhibition, % at 8.3 µM; 0.13% of 370,000 active; AID 720508, 2013;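 active means inhibition above the mean of compounds falling within the control limits plus 3 SD of them, cut at about 14% in these data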;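 further: 0% = plate median of compound wells and 100% = 10 µM Aha-Tn7 peptide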
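assay system = human clot-derived fibrin DD(E) complex | quantity = Fibrin-DD(E) at 2 µM final | timing = 10 min preincubation, 3 h with tracer, room temperature | signal = fluorescence polarization | measure = percent inhibition | benchmarks = high control wells with 10 µM unlabelled Aha-Tn7 peptide (full inhibition) | replicates = singlicate testing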
UHRF1 binding – UHRF1 methylated DNA binding inhibitors, primary screen, counter-screen for MBD2 inhibitor project, biochemical, TR-FRET, human UHRF1, single concentration | E3 ubiquitin-protein ligase UHRF1 (Homo sapiens), Q96T88 | inhibition, % at 4.4 µM | UHRF1 binding to methylated oligo | 0.75% of 370,000 active; in the data active means inhibition above about 21%;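 further: UHRF1 SRA domain binding a hemimethylated CpG hairpin DNA probe; 0% = median of test compound wells and 100% = reference inhibitor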
Target sequence (Q96T88 whole entry, looked up, the tested form may be a part): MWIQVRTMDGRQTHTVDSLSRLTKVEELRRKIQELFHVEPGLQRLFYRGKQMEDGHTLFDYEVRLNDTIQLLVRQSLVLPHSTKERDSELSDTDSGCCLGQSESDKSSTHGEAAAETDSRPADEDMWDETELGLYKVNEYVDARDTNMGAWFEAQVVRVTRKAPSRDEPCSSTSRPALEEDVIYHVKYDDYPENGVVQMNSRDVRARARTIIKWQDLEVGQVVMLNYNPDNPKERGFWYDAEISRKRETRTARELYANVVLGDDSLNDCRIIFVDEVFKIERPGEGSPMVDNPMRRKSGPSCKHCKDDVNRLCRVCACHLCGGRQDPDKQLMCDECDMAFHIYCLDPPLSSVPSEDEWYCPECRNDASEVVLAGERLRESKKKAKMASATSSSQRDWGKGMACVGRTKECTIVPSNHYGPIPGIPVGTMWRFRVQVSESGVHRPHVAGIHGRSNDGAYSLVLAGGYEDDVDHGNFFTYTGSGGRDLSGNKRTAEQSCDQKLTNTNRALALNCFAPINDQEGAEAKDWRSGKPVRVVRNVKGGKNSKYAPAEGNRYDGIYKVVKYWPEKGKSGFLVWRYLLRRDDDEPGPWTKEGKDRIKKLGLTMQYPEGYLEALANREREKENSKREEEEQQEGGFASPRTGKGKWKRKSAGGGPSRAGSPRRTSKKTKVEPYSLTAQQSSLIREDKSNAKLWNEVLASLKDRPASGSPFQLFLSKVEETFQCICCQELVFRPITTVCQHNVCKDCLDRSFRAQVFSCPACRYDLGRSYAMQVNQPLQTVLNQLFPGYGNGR
PRMT1 inh – PRMT1 methyltransferase inhibitors, primary screen, biochemical, fluorescence polarization | Protein arginine N-methyltransferase 1 (Homo sapiens), Q99873 | AID 652257, 2013 | 1.3% of 370,000 active | recombinant PRMT1, activity-based probe fluorescence polarization | inhibition, % at 2.79 µM;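 active means inhibition above about 21% made by adding two undisclosed values, limit read from the data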
mABHD4 FP – ABHD4 inhibitors, primary screen, biochemical, fluorescence polarization, mouse | purified mABHD4, FP-Rh probe fluorescence polarization | 0.54% of 370,000 active | (Lyso)-N-acylphosphatidylethanolamine lipase (Mus musculus), Q8VD66 | inhibition, % at 8.92 µM | AID 720543, 2013;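 active means inhibition exceeding the mean over every tested compound plus 3 SD, cut at about 30% in these data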;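 further: 0% = plate median of compound wells and 100% = S159A mutant with DMSO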
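Doses – 8.92 µM, single dose · Material – wild-type mouse ABHD4 protein · Replication – single well per compound (singlicate) · Measure – percent inhibition of probe binding, normalized to plate controls · Schedule – 45 min compound pre-incubation plus 60 min probe step, 25 °C · Detection – fluorescence polarization with parallel and perpendicular emission, 525/598 nm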
SIAE primary – human SIAE inhibitors, primary screen, biochemical, fluorescence polarization, FP-Rh probe, 1536-well HTS; SIAE FP-Rh probe binding; inhibition, % at 9.66 µM; 0.69% of 370,000 active; AID 1053197, 2014;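 active means inhibition above a cutoff: mean of compounds within the control limits plus 3 SD of those, cut at about 17% in these data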;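 further: 0% = plate median of compound wells and 100% = probe without SIAE protein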
LEDGF integ inh – blockers of LEDGF/p75-dependent integrase strand transfer – biochemical, TR-FRET, high throughput, primary screen; TR-FRET IN-LEDGF/p75 DNA integration, Eu/Cy5; 0.64% of 370,000 active; inhibition, % at 3.7 µM; AID 743269, 2014; HIV-1 integrase (with human LEDGF/p75);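 active means inhibition above the screen-wide mean plus 3 SD, cut at about 13% in these data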;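 further: signal is the Cy5 over europium emission ratio at 671 and 618 nm; 0% = plate median of compound wells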
PG9 Ab binder – binders of HIV-1 gp120 antibody PG9, primary screen, biochemical, TR-FRET; TR-FRET gp120-PG9 antibody binding; inhibition, % at 6.7 µM; 0.43% of 360,000 active; in the data active means inhibition above about 8.5%
TDP2 absorb – human TDP2 enzyme inhibitors, primary screen, biochemical, epi absorbance, recombinant enzyme; Tyrosyl-DNA phosphodiesterase 2 (Homo sapiens), O95551; T5PNP hydrolysis, p-nitrophenol absorbance 415 nm; inhibition, % at 12.8 µM; 0.34% of 370,000 active; AID 720702, 2013;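 active means inhibition above the mean of all tested compounds plus 3 SD, set per campaign, cut at about 25% in these data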;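 further: 0% = DMSO with enzyme and 100% = buffer with substrate but no TDP2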
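Material: recombinant human TDP2; quantity: TDP2 enzyme at 120 nM final; medium: Tris-HCl pH 7.5 with MgCl2; compound: single concentration, 12.8 µM nominal, with 1% DMSO; incubation: 2 h enzyme incubation at 37 °C; signal: epi absorbance; measure: percent inhibition; benchmarks: high control without enzyme, low control DMSO plus TDP2; repeats: singlicate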
TCR-CD3 inh – inhibitors of human TCR-CD3 interaction, primary screen, biochemical, fluorescence, TAMRA-labeled TCR probe. T-cell receptor (TCR). inhibition, % at 9.4 µM. 0.37% of 360,000 active; in the data active means inhibition above about 19%;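 further: recombinant mutant TCR 2C K166C tagged with TAMRA read by polarization; 0% = receptor in buffer alone and 100% = receptor with positive control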
HTRA1 inh – HTRA1 serine protease inhibitors, primary screen, biochemical, fluorescence polarization, HTS. Q92743. AID 504803, 2011. inhibition, % at 5.96 µM. 0.5% of 340,000 active. recombinant HTRA1, FP-rhodamine activity-based probe; in the data active means inhibition above about 36%;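 further: 0% = enzyme with DMSO and 100% = wells lacking enzyme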
* hit, by the source's call; / = not tested or not shown.

SMILES	DDE Tn7 FP inh	UHRF1 binding	PRMT1 inh	mABHD4 FP	SIAE primary	LEDGF integ inh	PG9 Ab binder	TDP2 absorb	TCR-CD3 inh	HTRA1 inh
CC(C)C1C(=O)N(Cc2cn(CCC3OCCO3)nn2)CCS(=O)(=O)N1Cc1ccc(-c2ccc(F)cc2)cc1 (stereo not given)	-4	-1	0	-10	-1	4	-0.8	-3	3	-13
O=C(Nc1cc2c3c(c1)CC(=O)N3CCC2)c1ccc(F)cc1	7	-4	-2	-1	5	-3	-0.6	-4	-3	-2
Cc1ccc(NC2=C(Cl)C(=O)N(C3CCCCC3)C2=O)cc1	-1	1	0	0	4	-2	2.0	-12	4	3
CCN(CC)C(=O)c1ccc2nc([C@@H]3O[C@H](CO)[C@H](O)[C@H](O)[C@H]3O)[nH]c2c1	-1	-2	0	5	1	-2	-1.0	1	0	/
CCCCCN(C(=O)CCC(=O)OCC(=O)c1ccc(F)c(F)c1)c1c(N)n(CCCC)c(=O)[nH]c1=O	-3	1	2	2	0	2	-1.6	1	-2	-6
COc1ccc(S(=O)(=O)N2CCCCC2)cc1NS(=O)(=O)c1ccccc1F	-2	0	-2	-2	-1	-1	0.1	6	-4	-12
COc1ccc(Cl)cc1S(=O)(=O)N1CCC(C(=O)NCc2ccco2)CC1	2	-1	3	3	2	-3	-0.1	6	0	5
Nc1ncnc2c1ncn2[C@@H]1O[C@H](CNC(=O)[C@H](N)Cc2cccnc2)[C@@H](O)[C@H]1O	-3	1	0	4	-4	0	0.0	-2	-2	/
CCc1ccc2ncc(S(=O)(=O)c3ccc(C)c(C)c3)c(N3CCCC3)c2c1	6	-2	3	-22	-7	4	2.5	-9	-2	-47
COc1cc(C(=O)Nc2ccc(S(=O)(=O)Nc3nccc(C)n3)cc2)c([N+](=O)[O-])cc1OC	3	0	1	4	-1	0	-0.7	7	4	5
COc1ccc(OC)c(S(=O)(=O)Nc2ccccc2O)c1	-2	-1	5	9	3	-1	0.6	-3	-3	1
COc1ccc(CCc2ccnc3ccccc23)cc1	0	-2	-3	-2	2	1	-2.2	-3	0	-4
CC1(C(=O)NS(=O)(=O)c2ccc(F)cc2F)CCN1C(=O)Cc1ccccc1 (stereo not given)	4	0	-1	-4	-2	3	0.7	-10	-1	/
Cn1cnc(S(=O)(=O)Nc2cc(-c3ccc(Cl)cc3)nn2C)c1	-4	-1	-4	-4	9	3	-1.2	-6	6	/
Cc1cccc(C)c1NCC(=O)N1CCN(Cc2ccccc2)CC1	0	0	-3	-7	11	-1	-2.5	12	1	4
O=C(COC(=O)c1ccc(O)cc1)Nc1ccc(N2CCCCC2)cc1	-1	2	1	4	7	-2	-3.8	4	4	14
Cc1cc(O)c(C(=O)/C=C/c2ccc(C(C)C)cc2)c(=O)o1	0	-1	-2	-4	-5	7	-1.0	5	-3	-9
COC[C@@H]1CCCN1c1cccc2c1S(=O)(=O)N1CC[C@@H](C1)O2	-2	1	-1	5	1	0	/	-6	/	/
O=C(Cc1ccccc1F)Nc1cc(S(=O)(=O)N2CCOCC2)ccc1N1CCCC1	3	-2	5	-7	1	-4	-0.3	0	-3	/
Cc1cnc(C(=O)OCC(=O)c2ccc(Cl)cc2)cn1	6	2	3	4	1	-7	0.6	-3	0	-1
CC(=O)N1c2ccccc2Sc2ccc3ccccc3c21	-2	-3	-10	-11	-3	1	-1.1	-3	4	-16
CN(C(=O)c1ccc(NC(=O)C2CCN(C(=O)OC(C)(C)C)CC2)cc1)C1CC1	-5	-1	-1	2	-1	0	1.1	-3	0	-6
CC(C)(C)c1ccc(S(=O)(=O)N2CCN(CC(O)CN3CCOCC3)CC2)cc1 (stereo not given)	6	-2	-3	-41	10	0	3.0	4	3	4
O=C(Nc1ccc(N2CCCC2)c(Cl)c1)c1ccc([N+](=O)[O-])o1	-9	-6	2	17	14	0	-2.0	17	7	13
CCn1cc(S(=O)(=O)Nc2ncccn2)cn1	0	-2	3	4	7	1	-3.6	25*	-1	0
CCc1ccc(NC(=O)CSc2nncn2-c2cccnc2)cc1	3	-1	-1	0	0	1	2.1	1	7	1
CCOC(=O)Cn1nnnc1CN1CCN(c2ccc(OC)cc2)CC1	-8	2	-2	-3	1	-1	-2.2	1	0	1
Cc1ccc(S(=O)(=O)/N=C2\C=C(NS(=O)(=O)c3ccccc3)C(=O)c3ccccc32)cc1	-1	-6	-1	27	-6	16*	-3.7	18	-1	-2
CC1=C(n2nnc3ccccc32)C(c2ccccc2)C(C#N)=C(N)O1 (stereo not given)	-2	-1	3	4	0	1	-0.1	-3	-8	-4
CC(C)c1ccc(NC(=O)CSc2nc3ncccc3[nH]2)cc1	-3	1	2	-60	-14	0	2.6	-14	4	-15
Cc1ccc(C)c(NC(=O)Cn2nc(-c3ccccc3)nc2-c2ccccc2)c1	8	-2	2	2	-11	-5	2.2	1	1	9
CC(C)C[C@H](NC(=O)c1nc[nH]c1C(=O)N1CCc2ccccc2C1)C(=O)OC(C)(C)C	-2	-1	0	-2	4	-1	-1.2	-5	10	-12
Cc1ccc(C(=O)NCC(=O)OC2CCCCC2=O)cc1C (stereo not given)	2	0	3	5	3	-2	0.5	7	-7	4
CCCCCCCCN1C(=O)[C@@H](CC(=O)NCc2ccc(C)o2)C[C@@]2(C(=O)OC)C1=C[C@H](C1CCCC1)O[C@@H]2C	4	-1	16	-3	-2	1	-1.2	-8	1	/
COc1ccc(N(CC(=O)NCc2ccco2)C(=O)CCC(=O)Nc2nccs2)cc1	6	-1	5	0	-8	1	-0.7	9	-1	-3
C=CCN1C(=O)CN=C1Nc1cc(C)cc(C)c1	1	2	3	-4	3	0	0.6	-1	3	-10
CC(NC1CCN(Cc2ccccc2)CC1)c1ccc(F)cc1 (stereo not given)	2	0	-2	3	0	-5	-0.6	8	-3	-3
CSCCNC(=O)c1cccc(Cl)c1	3	2	3	-6	-2	0	-2.9	0	-5	7
CC1CCCC(C)N1/N=C/c1cccc([N+](=O)[O-])c1 (stereo not given)	-2	3	4	-14	-3	-1	-1.1	-17	-1	1
CC(C)[C@@H]1Cc2[nH]c(=O)[nH]c(=O)c2[C@H](c2ccc(F)cc2)O1	-3	0	1	0	-2	2	-1.3	5	6	/

Random excerpt: two compounds from above
SMILES	DDE Tn7 FP inh	UHRF1 binding	PRMT1 inh	mABHD4 FP	SIAE primary	LEDGF integ inh	PG9 Ab binder	TDP2 absorb	TCR-CD3 inh	HTRA1 inh
CC(C)[C@@H]1Cc2[nH]c(=O)[nH]c(=O)c2[C@H](c2ccc(F)cc2)O1	-3	0	1	0	-2	2	-1.3	5	6	/
CC(=O)N1c2ccccc2Sc2ccc3ccccc3c21	-2	-3	-10	-11	-3	1	-1.1	-3	4	-16

Next structures
SMILES	DDE Tn7 FP inh	UHRF1 binding	PRMT1 inh	mABHD4 FP	SIAE primary	LEDGF integ inh	PG9 Ab binder	TDP2 absorb	TCR-CD3 inh	HTRA1 inh
CN(C)CC(C)(C)CNS(=O)(=O)c1ccc(OC(F)(F)F)cc1	5	0	2	4	5	3	-1.4	10	-4	-3
COC(=O)[C@@]12CCCCC=C1N(CCc1ccc(Cl)cc1)C(=O)[C@H]2CC(=O)NCC12CC3CC(CC(C3)C1)C2	5	2	0	2	-3	0	/	1	/	/
CCCc1ccc(S(=O)(=O)NCCc2ccncc2)cc1	-5	0	-2	-3	-2	-1	-0.6	7	-4	-3
CC(C)(Oc1ccc(Cl)cc1)C(=O)N(Cc1ccccc1)c1ccccn1	6	3	1	1	-1	-1	-1.0	7	0	-16
CC(=O)Nc1cccc(NC(=O)CSc2ncc(-c3ccc(Cl)cc3)n2Cc2ccco2)c1	1	1	3	-19	-11	2	3.4	5	-7	-47
CCOc1ccccc1N1CSC2=C(C#N)C(c3c(OC)ccc4ccccc34)CC(=O)N2C1 (stereo not given)	-1	-5	49*	26	3	2	-0.6	1	-5	-1
O=C(CSc1nnc(-c2ccco2)o1)NC(=O)C1COc2ccccc2O1 (stereo not given)	0	-4	0	9	1	1	0.7	14	3	12
CCc1cccc(CC)c1-n1c(SCc2cc(=O)n3ccsc3n2)nnc1-c1cccnc1	2	1	3	-3	-6	0	0.5	-10	-1	-11
OCCCCNCc1ccc(OCc2ccc(Cl)cc2)cc1	13	1	3	5	-5	-1	1.4	0	-9	5
Cc1nnc(-c2ccccc2)nc1N1CCOCC1	2	2	10	-12	0	3	1.2	-3	-3	4
N#Cc1ncc(C(F)(F)F)cc1Sc1ccc(N)cc1	0	1	1	-5	8	2	0.7	-3	4	-22
COc1ccc(NS(=O)(=O)c2cccc(C(=O)N(C)CC(=O)Nc3ccc(C)cc3)c2)cc1	0	1	0	3	-2	-4	2.0	-7	-1	-6
O=C(c1cc2c(s1)CCC2)N1CCN(c2ccccc2)CC1	4	2	0	10	2	-2	-0.2	-1	1	-2
COc1cc(-c2cnc3c(NC=O)cc(-c4ccc(N5CCN(C)CC5)cc4)cn23)cc(OC)c1OC	2	5	6	3	2	-4	-4.3	0	-10	/
CCN(CC(=O)NC(=O)NC1CCCCC1)Cc1nc2ccccc2c(=O)[nH]1	4	3	0	14	-10	0	-0.5	-4	2	-3
O=S(=O)(NCc1ccc(Cl)cc1Cl)c1cccs1	-2	0	-3	-6	-1	-1	0.7	-1	7	3
COc1ccc(CCNC(=O)CCN2C(=O)C3CC=CCC3C2=O)cc1OC (stereo not given)	-2	1	-2	0	-1	-2	1.1	-2	-4	7
Cc1cccc(NC(=O)c2cc(-c3c(C)cc(C)cc3O)n[nH]2)c1	-1	0	-1	-4	-9	4	-2.7	-4	4	-9
Cc1cccc(N(CC(=O)NC2CCCCC2)C(=O)CCCC(=O)Nc2ccccn2)c1C	-7	1	-5	-1	7	5	-2.5	11	-5	2
CN1CCN(S(=O)(=O)c2ccc(N(C)Cc3cccs3)nc2)CC1	1	-1	0	8	-1	-1	0.1	6	6	0
CCC(C)NC(=O)c1nn(Cc2ccccc2)c(=O)c2ccccc12 (stereo not given)	-7	0	-4	-4	0	-1	3.0	-3	2	-3
COC(=O)c1ccccc1NN=Nc1ccccc1[N+](=O)[O-]	-3	0	0	-4	-12	2	-0.3	-17	7	6
